All columns: NCI-60 one-dose screen, growth in % after 48 h at 10 µM unless noted; 100 = growth as untreated, 0 = no growth, -100 = all killed.
T-47D = T-47D breast cancer. 79,000 tested, 5% active. AID 1794792
MCF7 = MCF7 breast cancer; 82,000 tested, 6.3% active; AID 1794796
BT-549 = BT-549 breast cancer | 78,000 tested, 4.4% active | AID 1794793
UACC-62 = UACC-62 melanoma; 81,000 tested, 5.4% active; AID 1794756
LOX IMVI = LOX IMVI melanoma. 79,000 tested, 7.4% active. AID 1794757
HS 578T = HS 578T breast cancer | 78,000 tested, 4.1% active
MALME-3M = MALME-3M melanoma. 78,000 tested, 5.8% active
UACC-257 = UACC-257 melanoma. 78,000 tested, 4.4% active
Numbers without * were called inactive. Rule for the calls: active = growth percent below 10; inactive = the rest.

For CCOC(=O)C1=C(C)N=C2SC=C(c3ccc(F)cc3)N2[C@H]1c1cn(-c2ccccc2)nc1-c1ccc(Cl)cc1 the results were T-47D 79.6, MCF7 87.2, BT-549 93.1, UACC-62 81.6, LOX IMVI 95.7, HS 578T 101.2, MALME-3M 100.2 and UACC-257 81.5.
For CCCCCCCCOC(=O)CC[C@@H](C)[C@H]1CC[C@H]2[C@@H]3[C@H](OC(=O)CCN)C[C@@H]4C[C@H](OC(=O)CCN)CC[C@]4(C)[C@H]3C[C@H](OC(=O)CCN)[C@]12C the results were T-47D 88.8, MCF7 10.8, BT-549 124.3, UACC-62 103.6, LOX IMVI 63.2, HS 578T 79.5 and MALME-3M 67.8.
Cn1c(N2CCN(C(=O)c3ccc(Cl)cc3)CC2)nc(-c2ccccc2)cc1=O was read as T-47D 70.0, MCF7 84.7, BT-549 86.0, UACC-62 75.3, LOX IMVI 93.1, HS 578T 96.1, MALME-3M 104.5 and UACC-257 108.3.
`O=C(O)/C=C\C(=O)Nc1cccc2c1-c1ccccc1C2` gave T-47D 85.0, MCF7 92.2, BT-549 108.3, UACC-62 93.0, LOX IMVI 91.9, HS 578T 102.1, MALME-3M 103.9 and UACC-257 97.2.
Screening C=CCc1nc2ccccc2s1 returned T-47D 75.5, MCF7 40.6, BT-549 101.2, UACC-62 106.2, LOX IMVI 99.3, HS 578T 102.4, MALME-3M 115.1 and UACC-257 90.4.
`CCn1cc(C(=O)O)c(=O)c2cc(F)c(N3CCN(C(=O)CSc4nc(-c5ccc(C)cc5)c(C#N)c(=O)[nH]4)CC3)cc21` gave T-47D 98.1, MCF7 99.7, BT-549 82.3, UACC-62 100.4, LOX IMVI 102.0, HS 578T 92.6, MALME-3M 110.8 and UACC-257 85.7.
Cc1ccc(NC(=O)c2[nH]c(SCCN(C)C)nc2-c2ccc(F)cc2)cc1Nc1ccc2ncn(C)c(=O)c2c1 was read as T-47D 76.8, MCF7 70.0, BT-549 85.2, UACC-62 12.5, LOX IMVI 28.0, HS 578T 60.6, MALME-3M -12.8* and UACC-257 22.0.
`OCC[C@@H]1C[C@@H]1c1cc2ccccc2s1` gave T-47D 98.8, MCF7 94.3, BT-549 101.9, UACC-62 93.1, LOX IMVI 94.5, HS 578T 97.2 and MALME-3M 102.4.
`Cc1ccc(C2=C(C#N)C3(C(=O)N(Cc4ccccc4)c4ccccc43)c3c(-c4ccccc4)nn(-c4ccccc4)c3N2)cc1` (stereo unspecified) gave T-47D 100.6, MCF7 90.4, BT-549 116.8, UACC-62 83.4, LOX IMVI 90.4, HS 578T 112.4, MALME-3M 95.8 and UACC-257 107.2.
CC/C(=C(\c1ccc(OCCN2CCCCC2)cc1)c1ccc(OC(=O)C2CCCCC2)cc1)c1ccc(OC)cc1 was read as T-47D 81.1, MCF7 48.5, BT-549 89.7, UACC-62 96.5, LOX IMVI 102.9, HS 578T 102.1, MALME-3M 94.9 and UACC-257 97.2.
For CC[C@]12C=CCN3CC[C@@]4(c5ccc(OC)cc5N(C)[C@H]4[C@@](O)(C(=O)OC)[C@@H]1OC(=O)CCC[P+](c1ccc(OC)cc1)(c1ccc(OC)cc1)c1ccc(OC)cc1)[C@@H]32 the results were T-47D -61.4*, MCF7 -83.0*, BT-549 -96.6*, UACC-62 -97.1*, LOX IMVI -96.4*, HS 578T -65.4*, MALME-3M -97.8* and UACC-257 -93.5*.
For Cc1ccc(CC(N)(C(=O)O)c2ccccc2)cc1 (stereo unspecified) the results were T-47D 112.7, MCF7 96.9, BT-549 114.8, UACC-62 112.0, LOX IMVI 106.2, HS 578T 113.2, MALME-3M 126.9 and UACC-257 136.6.
For Clc1cnnc(Cl)c1Cl the results were T-47D 109.2, MCF7 96.2, BT-549 116.0, UACC-62 99.3, LOX IMVI 98.2, HS 578T 116.9, MALME-3M 103.9 and UACC-257 95.3.
`COc1ccc(-c2nn(-c3cccc(Cl)c3)cc2-c2cc(-c3ccccc3)nc(N)n2)cc1` gave T-47D 46.5, MCF7 12.9, BT-549 73.0, UACC-62 74.3, LOX IMVI -84.1*, HS 578T 62.0, MALME-3M 52.1 and UACC-257 81.1.
Screening O=C1C2CC3C1C1(Cl)C(Cl)C4(Cl)C2C3C1(Cl)C4(Cl)Cl (stereo unspecified) returned T-47D 103.1, MCF7 98.7, BT-549 98.9, UACC-62 88.3, LOX IMVI 89.3, MALME-3M 100.7 and UACC-257 94.3.
For Cc1cccc(-c2nc(-c3cccc(C)c3)c3cc(-c4ccccc4)n(C)c3n2)c1 the results were T-47D 84.9, MCF7 88.1, BT-549 105.0, UACC-62 81.6, LOX IMVI 91.8, HS 578T 101.1, MALME-3M 97.2 and UACC-257 112.7.
N#Cc1c(-c2ccc(F)cc2)cc(-c2cccc(OCC(=O)O)c2)[nH]c1=O was read as T-47D 102.3, MCF7 95.9, BT-549 108.6, UACC-62 95.7, MALME-3M 90.8 and UACC-257 99.9.
For CCC1=C[C@]2(C3CC(=O)N(c4ccccc4)C3=O)CC(C(C)(C)C)C[C@@H]2[C@@H]2C(=O)N(c3ccccc3)C(=O)[C@H]12 (stereo partly specified) the results were T-47D 70.5, MCF7 80.7, BT-549 86.5, UACC-62 71.9, LOX IMVI 93.1, HS 578T 83.0, MALME-3M 91.5 and UACC-257 57.1.
`CCOC(=O)/C=C(\C(=O)OCC)C(C(=O)OCC)C(=O)OCC` gave T-47D 105.0, MCF7 103.2, BT-549 103.5, UACC-62 99.0, HS 578T 107.6, MALME-3M 103.4 and UACC-257 89.5.
COc1ccc(NC(=O)c2sc3c(=O)[nH]cnc3c2C)cc1 was read as T-47D 113.3, BT-549 102.6, UACC-62 100.1, LOX IMVI 115.0, HS 578T 127.7, MALME-3M 108.8 and UACC-257 113.2.

Six entries from above, sorted by number of heavy atoms, low to high:
Screening C=CCc1nc2ccccc2s1 returned T-47D 75.5, MCF7 40.6, BT-549 101.2, UACC-62 106.2, LOX IMVI 99.3, HS 578T 102.4, MALME-3M 115.1 and UACC-257 90.4.
`OCC[C@@H]1C[C@@H]1c1cc2ccccc2s1` gave T-47D 98.8, MCF7 94.3, BT-549 101.9, UACC-62 93.1, LOX IMVI 94.5, HS 578T 97.2 and MALME-3M 102.4.
COc1ccc(NC(=O)c2sc3c(=O)[nH]cnc3c2C)cc1 was read as T-47D 113.3, BT-549 102.6, UACC-62 100.1, LOX IMVI 115.0, HS 578T 127.7, MALME-3M 108.8 and UACC-257 113.2.
N#Cc1c(-c2ccc(F)cc2)cc(-c2cccc(OCC(=O)O)c2)[nH]c1=O was read as T-47D 102.3, MCF7 95.9, BT-549 108.6, UACC-62 95.7, MALME-3M 90.8 and UACC-257 99.9.
Cn1c(N2CCN(C(=O)c3ccc(Cl)cc3)CC2)nc(-c2ccccc2)cc1=O was read as T-47D 70.0, MCF7 84.7, BT-549 86.0, UACC-62 75.3, LOX IMVI 93.1, HS 578T 96.1, MALME-3M 104.5 and UACC-257 108.3.
For CCC1=C[C@]2(C3CC(=O)N(c4ccccc4)C3=O)CC(C(C)(C)C)C[C@@H]2[C@@H]2C(=O)N(c3ccccc3)C(=O)[C@H]12 (stereo partly specified) the results were T-47D 70.5, MCF7 80.7, BT-549 86.5, UACC-62 71.9, LOX IMVI 93.1, HS 578T 83.0, MALME-3M 91.5 and UACC-257 57.1.

Following part.
Screening COc1ccc(-c2cn(CCCCN3C(=O)C(=O)c4ccccc43)nn2)cc1 returned T-47D 99.8, MCF7 96.8, BT-549 110.9, UACC-62 100.5, LOX IMVI 94.4, HS 578T 97.0, MALME-3M 100.1 and UACC-257 107.7.
For CCOC(=O)C1=C(C)N2C(=NC3=C(CCCC/C3=C\c3ccc(OC)c(OC)c3)C2c2ccc(OC)c(OC)c2)S1 (stereo unspecified) the results were T-47D 62.3, MCF7 75.2, BT-549 91.5, UACC-62 81.0, LOX IMVI 94.0, HS 578T 101.6 and MALME-3M 86.0.
C/C(=N/N=C(N)N)c1ccc(F)cc1 was read as T-47D 72.6, MCF7 96.5, UACC-62 102.3, LOX IMVI 99.1, HS 578T 119.0, MALME-3M 135.3 and UACC-257 73.4.
Screening CCOC(=O)c1c(SC)nn(-c2cc(=O)[nH]c3ccc(Cl)cc23)c1N returned MCF7 84.5, BT-549 87.8, UACC-62 102.2, LOX IMVI 97.5, HS 578T 82.5, MALME-3M 90.7 and UACC-257 111.0.
CC(C)(C)c1ccc2c(c1)C(=O)N(Cc1ccc(S(N)(=O)=O)cc1)C2=O was read as T-47D 80.9, MCF7 108.1, BT-549 101.1, UACC-62 106.9, LOX IMVI 91.3, HS 578T 121.4, MALME-3M 99.2 and UACC-257 105.8.
`CCOC(=O)c1c(C)nc2c(c1N)CC(=O)N2Cc1ccc(C(F)(F)F)cc1` gave T-47D 80.8, MCF7 90.6, BT-549 77.1, UACC-62 78.1, LOX IMVI 84.8, HS 578T 82.4, MALME-3M 104.9 and UACC-257 89.9.
Screening C=CCN1C(=O)c2ccccc2C1=O returned T-47D 118.2, MCF7 98.6, BT-549 96.8, UACC-62 90.8, LOX IMVI 94.7, HS 578T 99.8, MALME-3M 120.5 and UACC-257 101.7.
For Oc1ccccc1C=Nc1ccc(N2CCN(c3ccccc3)CC2)cc1 the results were T-47D 81.7, MCF7 84.0, BT-549 54.8, UACC-62 95.4, LOX IMVI 98.5, HS 578T 104.8, MALME-3M 114.2 and UACC-257 97.0.
For O=S(=O)(NCCCNc1nccc(-c2[nH]c(-c3ccccc3)nc2-c2ccc(F)c(O)c2)n1)c1cccc(F)c1 the results were T-47D 73.4, MCF7 78.3, BT-549 96.4, UACC-62 18.2, LOX IMVI 70.0, HS 578T 100.5, MALME-3M -2.6* and UACC-257 23.4.
For Nc1ccccc1-c1cc2c(c3c1[nH]c1ccccc13)CCCC2 the results were T-47D 89.9, MCF7 82.8, BT-549 101.8, UACC-62 75.4, LOX IMVI 87.2, HS 578T 87.5, MALME-3M 104.3 and UACC-257 114.9.
`COc1ccc(Nc2c3ccccc3nc3ccccc23)cc1` gave T-47D 30.6, MCF7 11.5, BT-549 42.2, UACC-62 47.6, LOX IMVI 21.3, HS 578T 59.5 and MALME-3M 42.3.
COc1ccc(C2(Cl)c3ccccc3N(c3ccccc3)c3ccccc32)cc1 was read as T-47D 5.7*, MCF7 -6.1*, BT-549 11.3, LOX IMVI -84.3*, HS 578T -12.9*, MALME-3M -57.0* and UACC-257 -41.5*.
For CCOC(=O)c1cc(C(=O)c2ccc(O)c(O)c2)n2ccc(-c3ccn4c(C(=O)c5ccc(O)c(O)c5)cc(C(=O)OCC)c4c3)cc12 the results were T-47D 77.4, MCF7 99.1, BT-549 96.0, UACC-62 97.9, LOX IMVI 89.0, HS 578T 85.8, MALME-3M 104.5 and UACC-257 100.2.
For Oc1[nH]c2ccccc2c1N=Nc1n[nH]c(=S)n1/N=C/c1sc2ccccc2c1Br the results were T-47D 81.7, MCF7 90.5, BT-549 98.1, UACC-62 96.5, LOX IMVI 99.8, HS 578T 105.5, MALME-3M 118.6 and UACC-257 104.4.
Screening COc1ccc(-c2cn3c(-c4ccccc4OC)cnc3c(Oc3ccc4c(C)cc(=O)oc4c3)n2)cc1 returned T-47D 96.0, MCF7 93.8, BT-549 108.7, UACC-62 102.9, LOX IMVI 103.4, HS 578T 98.2, MALME-3M 91.2 and UACC-257 102.0.
For COc1cc2c(c(OC)c1OC)-c1ccc(NNC(N)=S)c(=O)cc1[C@@H](NC(C)=O)CC2 the results were T-47D 70.7, MCF7 10.1, BT-549 -5.6*, UACC-62 32.2, LOX IMVI 26.2, HS 578T 52.1, MALME-3M 88.4 and UACC-257 57.2.
`Nc1ncnc2sc(-c3ccc(N4CCOCC4)nc3)c(-c3ccccc3)c12` gave T-47D 72.6, MCF7 86.4, BT-549 82.5, UACC-62 97.5, LOX IMVI 100.0, HS 578T 72.9, MALME-3M 95.4 and UACC-257 110.5.
CS(=O)(=O)c1nccc(-c2c(-c3ccc(F)c(O)c3)nc3sccn23)n1 was read as T-47D 95.0, MCF7 89.3, BT-549 108.3, UACC-62 87.0, LOX IMVI 94.8, HS 578T 105.8, MALME-3M 109.8 and UACC-257 96.7.
Screening O=c1cc(-c2ccccc2)ss1 returned T-47D 103.8, MCF7 92.9, BT-549 99.9, UACC-62 87.1, LOX IMVI 100.7, MALME-3M 199.3 and UACC-257 101.5.
Cc1cc(Cl)ccc1Nc1nc(C(F)(F)F)ccc1C(=O)N/N=C/c1ccccc1Cl was read as T-47D 22.0, MCF7 16.2, BT-549 -12.1*, UACC-62 -4.8*, LOX IMVI 20.1, HS 578T 17.4, MALME-3M 30.0 and UACC-257 6.9*.
Screening CC(C)(C)[Si](C)(C)OCC1OC(n2cnc3c(N)ncnc32)CC1OS(C)(=O)=O (stereo unspecified) returned T-47D 97.8, MCF7 105.4, BT-549 106.7, UACC-62 90.4, LOX IMVI 95.4, HS 578T 89.8 and UACC-257 94.7.
O=C(/C=C(/C=C/c1csc2ccccc12)OB(F)F)/C=C/c1csc2ccccc12 was read as T-47D 38.4, MCF7 39.9, BT-549 4.7*, UACC-62 6.2*, LOX IMVI -3.0*, HS 578T 3.5*, MALME-3M 9.2* and UACC-257 57.7.
For CCc1nnc(NC(=O)c2nnn(-c3ccccc3)c2-c2ccco2)s1 the results were T-47D 85.0, MCF7 78.6, BT-549 101.8, UACC-62 86.5, LOX IMVI 89.0, HS 578T 92.5, MALME-3M 98.9 and UACC-257 102.1.
O=CNc1ccc(C(=O)O)c(O)c1 was read as T-47D 103.2, MCF7 97.5, BT-549 99.5, UACC-62 100.5, LOX IMVI 106.4, HS 578T 115.8, MALME-3M 104.0 and UACC-257 95.2.
For CN(C)c1ccc(C2C(C#N)=C(N)Oc3cc4ccccc4cc32)cc1 (stereo unspecified) the results were T-47D 77.6, MCF7 68.7, BT-549 96.4, UACC-62 79.4, LOX IMVI 78.3, HS 578T 86.3, MALME-3M 92.2 and UACC-257 96.6.

Screening results as filed in PubChem BioAssay.
